TcdB inh: blocks C. difficile toxin B glycohydrolase activity; TcdB glycohydrolase enzymatic assay, plate reader; inhibition, % at 9.99 µM; actives 0.24% (n = 350,000); AID 652162; in the data active = inhibition above about 10%
FBA Mtb inh: Mtb fructose-bisphosphate aldolase inhibition | P9WQA3 | purified M. tuberculosis FBA, fluorescence read-out | inhibition, % at 1 µM | actives 2.3% (n = 360,000) | AID 588726; in the data active = inhibition above about 27%;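 also: 0% = vehicle and 100% = reference inhibitor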
GDH-TPI inh: counter-screen for M. tuberculosis FBA inhibitors: GDH-TPI coupled enzymes; AID 588335; GDH-TPI coupled enzyme counterscreen, NADH absorbance; inhibition, % at 4.8 µM; actives 1.2% (n = 360,000); in the data active = inhibition above about 30%;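 also: 0% = DMSO wells and 100% = wells lacking the enzyme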
PfHsp40 rescue: restores yeast growth despite PfHsp40 toxicity; S. cerevisiae expressing PfHsp40, growth rescue, ATP luminescence; growth rescue, % at 12.5 µM; actives 0.68% (n = 340,000); AID 504582; in the data active = growth rescue above about 28%, passing the limit was not always enough;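 also: yeast W303a lacking pdr1 and pdr3 grown in galactose medium; growth measured after three days at 30 °C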
Vc quorum ag: inducers of Vibrio cholerae quorum light production without autoinducers. activation, % at 18.7 µM. actives 0.16% (n = 350,000). V. cholerae BH1578 lux reporter, luminescence, 6 h; in the data active = activation mostly above about 9.7%, no sharp cut-off; also: not every result past the cut was called active; inactives centre near 0; reference of the scale not given here
UGM FP inh: inhibitors of M. tuberculosis UDP-galactopyranose mutase; P9WIQ1; purified UGM, fluorescence polarization probe displacement; inhibition, % at 10 µM; actives 0.06% (n = 320,000); AID 504406; in the data active = inhibition above about 10%, passing the limit was not always enough
FadD28 binding: M. tuberculosis FadD28 bisubstrate binding inhibition; FadD28 bisubstrate probe binding, fluorescence polarization; inhibition, % at 12.5 µM; actives 0.22% (n = 360,000); AID 588549; in the data active = inhibition above about 8.5%, passing the limit was not always enough
Yp Topo-I inh: blocks Yersinia pestis topoisomerase I activity; Y. pestis Topo-I cleavage product accumulation, plate reader; activity, % at 10 µM; actives 0.064% (n = 360,000); AID 504884; in the data active = activity above about 50%, passing the limit was not always enough; also: inactives centre near 2
Mtb BioA inh: BioA (M. tuberculosis) enzyme inhibition; inhibition, % at 9.99 µM; actives 0.096% (n = 360,000); purified M. tuberculosis BioA enzyme, plate reader; in the data active = inhibition above about 40%
Numbers without * were called inactive; i = inactive; · = no result given.

Under each structure – TcdB inh, UGM FP inh, GDH-TPI inh, FadD28 binding, PfHsp40 rescue, Mtb BioA inh, Yp Topo-I inh, Vc quorum ag, FBA Mtb inh
Cc1ccc(/C=N/NC(=O)c2n[nH]c3c2CCCC3)cc1
→ 0.4, 4.4, 9.2, 1.3, ·, -1.7, 7.0, -0.6, 0.8
Cn1cccc1/C=N/NC(=O)c1ccccn1
→ -0.2, -3.6, 30.9*, -0.5, -0.6, -0.6, 8.1, i, -0.9
COc1ccccc1-n1nnnc1SCC(=O)NCC1(N2CCCCC2)CCCCC1
→ 1.6, ·, -4.5, -2.2, -1.2, 0.4, 1.2, i, 1.2
CN(C(=O)c1ccc(NC(=O)Cc2cccc(NC(=O)C3CCN(C(=O)c4ccccc4)CC3)c2)cc1)C1CCCC1
→ -1.1, 2.1, 1.7, -0.7, 1.3, -0.1, 14.8, -0.4, -1.2
COc1cc(/C=N/Nc2nncn2N)ccc1OCc1c(C)no[n+]1[O-]
→ -0.8, 3.8, 11.7, -1.7, -0.4, -0.4, -1.2, i, -5.1
Cc1[nH]nc2c1[C@@H](c1ccccc1[N+](=O)[O-])C(C#N)=C(N)O2
→ 0.6, 1.6, 8.6, -1.1, -0.1, -0.8, 1.3, i, 8.8
CC(=O)c1ccccc1NC(=O)CN1C(=O)NC2(CCCCCCC2)C1=O
→ 1.9, ·, 11.8, 0.4, 0.2, -0.5, 17.1, i, 0.4
Oc1ccc(Br)cc1-c1cc(-c2ccccc2Cl)[nH]n1
→ 0.5, 0.8, 12.5, -1.4, 1.2, -1.2, 0.9, -0.5, 4.3
CC(C)(C)N(NC(=O)Nc1ccc(Cl)c(Cl)c1)C(=O)c1ccccc1
→ ·, -2.1, 13.5, 1.1, 1.0, ·, -10.0, -0.2, 0.1
CCCCCN1CC(=O)N2C(C)c3[nH]c4ccccc4c3C[C@H]2C1=O (some centres undefined)
→ 2.3, -0.7, 0.0, 0.8, 3.4, 2.5, -4.2, i, 0.9
OCCN1CCN(c2cnc(-c3ccsc3)cn2)CC1
→ -9.9, ·, 11.5, 0.1, ·, 1.2, 2.6, i, 4.3
Cc1nnc(NC(=O)C(C)Sc2nncn2C)s1 (centres undefined)
→ 2.5, -2.3, -8.1, -3.3, 0.0, 0.1, -3.5, -0.2, 0.1
Cn1c(=O)n(C)c2cc(NC(=O)c3ccccc3NS(C)(=O)=O)ccc21
→ 0.5, 4.6, 26.6, -1.9, -1.2, -2.1, 2.4, -2.3, -3.2
COc1cc(/C=C/C(=O)OCC(=O)c2ccc[nH]2)ccc1O
→ 14.7*, ·, 24.1, -1.8, ·, 0.5, 6.6, 3.3, 0.7
Cc1cc([N+](=O)[O-])nn1CCCC(=O)Nc1cccnc1Cl
→ 0.4, -0.5, -9.1, 0.0, -0.2, 0.1, 2.3, i, 4.2
COc1cc(/C=N/NC(=O)c2ccccc2Cl)ccc1Oc1ccc([N+](=O)[O-])cn1
→ 2.0, 2.3, 7.1, -0.3, -1.0, -0.8, -2.0, -0.3, 2.3
O=C(CCC(=O)N1CCN(S(=O)(=O)c2ccc3ccccc3c2)CC1)NCC(F)(F)F
→ 1.4, -1.0, -11.3, -3.9, 1.0, -0.9, 3.0, -3.8, -9.0
CN1CCc2c(sc(/N=C/c3cc(Cl)ccc3O)c2C#N)C1
→ 0.7, -2.5, 4.9, -1.4, 4.1, ·, -6.8, i, 5.8
O=C(O)c1ccc2c(c1)C1C=CCC1C(c1ccncc1)N2 (centres undefined)
→ 1.1, 0.0, 1.2, 0.1, -0.6, -0.2, -1.4, i, 1.1
Cn1ncc([N+](=O)[O-])c1C(=O)N1CCOCC1
→ ·, -1.0, 0.9, -1.3, -1.0, -1.3, 4.9, i, -1.1
CCOc1ccc(-c2n[nH]c(=S)c3ccccc23)cc1
→ -0.6, 0.5, 6.0, -0.4, 0.2, -1.5, -5.3, -6.2, 0.3
O=C(CC(=O)c1ccccc1)Nc1cccnc1Cl
→ ·, 1.2, 15.8, -0.4, -0.6, ·, 2.7, 2.1, 3.0
O=S(=O)(c1ccc(Br)s1)N1CCN(c2ccccc2)CC1
→ ·, -3.8, -1.7, -2.4, -1.7, ·, 1.6, -0.4, 0.2
COc1ccc(OC)c(-c2csc(NC(=O)c3ccc4c(c3)OCO4)n2)c1
→ -0.6, 4.2, -3.9, -5.3, 1.0, ·, -0.1, -0.4, -1.3
CCOC(=O)CC12CN3CN(C1)CC(CC(=O)OCC)(C3)C2=O
→ 0.3, -1.3, 10.2, -2.7, -0.2, 0.5, -1.1, i, 2.7
Cc1cccnc1NC(=O)C1COc2ccccc2O1 (centres undefined)
→ 0.9, 2.3, 0.6, -0.3, -1.1, ·, 5.8, -0.4, 2.7
COc1cc(/C=c2\sc3n(c2=O)C(c2ccccc2)C(c2ccccc2)=NN=3)ccc1O (centres undefined)
→ ·, 0.6, 17.3, -2.1, 0.9, -0.2, -1.6, -0.6, -2.9
COc1ccc(N(C)S(=O)(=O)c2cccc(C(=O)OCC(=O)Nc3cc(C)ccc3OC)c2)cc1
→ -0.5, ·, -1.8, -0.8, ·, -1.8, 29.9, -1.1, 0.8
O=C(c1ccc2c(c1)[nH]c(=S)n1c3ccccc3nc21)N1CCN(c2cccc(Cl)c2)CC1
→ -1.2, -2.8, -1.9, -5.1, -0.6, -1.0, 0.5, i, 5.0
COc1ccccc1NC(=O)CSCc1nc2ccccc2[nH]1
→ ·, ·, 6.5, 1.3, 0.3, ·, 8.3, -0.1, 0.8

The list goes on, overlapping the part above by 2 compounds.
Under each structure – TcdB inh, UGM FP inh, GDH-TPI inh, FadD28 binding, PfHsp40 rescue, Mtb BioA inh, Yp Topo-I inh, Vc quorum ag, FBA Mtb inh
O=C(c1ccc2c(c1)[nH]c(=S)n1c3ccccc3nc21)N1CCN(c2cccc(Cl)c2)CC1
→ -1.2, -2.8, -1.9, -5.1, -0.6, -1.0, 0.5, i, 5.0
COc1ccccc1NC(=O)CSCc1nc2ccccc2[nH]1
→ ·, ·, 6.5, 1.3, 0.3, ·, 8.3, -0.1, 0.8
O=C(NCC(c1ccco1)N1CCc2ccccc21)C(=O)Nc1ccccc1 (centres undefined)
→ 1.7, 0.3, 10.9, 1.5, -0.4, -0.5, 16.9, -0.7, 1.6
CC(=O)Oc1ccc2ccccc2c1C(NC(=O)Cc1ccccc1)c1ccccc1 (centres undefined)
→ ·, 4.5, 0.0, -3.4, 0.4, -0.9, 25.0, -2.5, 0.1
NC(=O)C1(N2CCCCC2)CCN(c2nc(-c3ccc(Br)cc3)cs2)CC1
→ ·, 1.9, 7.1, -1.0, -1.1, 0.3, 0.1, -0.5, 3.4
CN(C)C(=O)CCc1ccc2c3c([nH]c2c1)[C@]1(C)[C@@H](C(=O)N2CCOCC2)C[C@H](CC(=O)NCc2cccc(C(F)(F)F)c2)C(=O)N1CC3
→ 0.7, ·, 13.6, -0.3, -1.1, -2.4, 16.4, i, 3.0
CN(C)/C=C1/Nc2ccccc2C1=O
→ ·, -0.7, 11.1, -0.5, 2.4, 6.6, 24.6, i, 4.1
Cc1ccc(S(=O)(=O)N2[C@@H](c3ccccc3F)C(C(=O)O)=CC[C@H]2c2ccc3c(c2)OCO3)cc1
→ -0.5, -2.6, -6.5, -4.8, -0.5, 0.1, 15.0, 0.8, 0.6
NC(=O)CC(NC(=O)Cc1cccc2ccccc12)c1ccc(NCCCN2CCCC2=O)c([N+](=O)[O-])c1 (centres undefined)
→ 0.4, 1.6, 6.0, 0.5, -0.1, -1.1, 5.0, -0.2, -1.4
C[C@@H]1[C@H]2[C@@H](O[C@@H]3O[C@H](CO)[C@@H](O)[C@H](O)[C@H]3O)OC=C(C(=O)O)[C@H]2C[C@@H]1O
→ -0.5, 2.3, -3.9, -0.8, -1.0, -0.1, 2.0, -0.4, 2.3
CN1CCN(C2=NC3(CCCC3)C(C#N)C(=O)N2)CC1 (centres undefined)
→ ·, -0.7, 15.6, 2.5, -0.7, 0.8, 5.9, ·, -2.8
C=CCn1cc(C=C2C(=O)N(C)C(=O)N(C)C2=O)c2ccccc21
→ -0.6, 1.3, -8.1, -5.7, -1.2, -4.2, 6.0, -0.1, -5.6
O=C(COC(=O)c1cc(=O)[nH]c2ccccc12)NC(=O)NC1CCCCC1
→ ·, -1.1, 5.3, -3.1, 0.5, 0.9, 16.9, -0.3, 4.7
Cn1c(CCN2CCCCC2)nc2cc(NC(=O)COc3ccc(Cl)cc3)ccc21
→ 3.5, -0.5, -4.8, -4.9, 0.6, 1.1, 0.6, -12.5, 6.0
CC(C)N(C(=O)Cn1cc(SCC(=O)NCC2CCCO2)c2ccccc21)C(C)C (centres undefined)
→ 1.2, 1.1, 21.9, -1.1, 0.6, -0.4, 2.2, -0.2, 2.8
CC(=O)c1cccc(NS(=O)(=O)c2c(C)n[nH]c2C)c1
→ ·, 0.0, -2.3, -1.7, -0.4, -1.5, -8.1, i, -0.7
O=C(NNC1=NCCN1Cc1ccccc1)c1cccc(C(F)(F)F)c1
→ 1.4, -6.0, -1.1, 0.7, 2.9, ·, -0.9, -0.3, 0.4
COc1cc(/C=N/n2nnnc2N)ccc1OCC(N)=O
→ ·, -0.4, 20.8, -3.8, 0.1, 3.7, -12.3, -0.8, 2.5
C[C@]12CCC3C(CC[C@H]4C[C@@H](O)CC[C@]34C)C1C[C@H](Br)[C@@H]2O (some centres undefined)
→ 0.6, -1.9, -1.3, -6.1, ·, 8.7, -6.3, i, -0.1
CCOc1cc(N2CCOCC2)c(OCC)cc1NC(=O)COC(=O)C1CCCN1S(=O)(=O)c1ccccc1F (centres undefined)
→ 0.0, -4.6, 0.3, -2.3, 0.2, 1.0, 17.8, i, -1.8
CCOC(=O)C(C)Sc1nc(C2CC2)cc(C(F)(F)F)c1C#N (centres undefined)
→ ·, 2.0, 13.0, -1.3, 0.0, ·, 11.2, i, 1.5
COCCCN(C(=O)Cn1ncc2c(=O)oc3ccc(C)cc3c21)C(C)c1ccncc1 (centres undefined)
→ 0.4, -1.4, 5.3, -0.3, -0.8, -2.2, 0.4, -0.4, 4.6
O=C(CN1C(=O)NC2(CCCC2)C1=O)OCCOc1ccccc1Cl
→ 1.9, -2.0, -7.9, -1.4, -0.1, ·, 1.9, i, -1.6
Cc1nn(C)cc1C(C)NC(=O)c1cc(COc2cccc3cnccc23)on1 (centres undefined)
→ 1.3, -2.3, 6.5, ·, 0.1, 0.4, 9.5, -0.1, 18.9
Cc1ccc(C)c(N2CCN(CCCNC(=O)Cn3cc4c(n3)CCCCC4)CC2)c1
→ -2.3, -0.2, -1.0, -1.7, -1.1, -1.5, 5.5, i, -0.3
COc1ccc(C2=C/C(=C\c3ccc(OC(C)=O)cc3)C(=O)O2)cc1
→ 2.8, 0.3, -0.6, -0.6, -2.4, 0.8, 2.8, -0.3, -0.9
CCCS(=O)(=O)c1c(S(=O)(=O)CCC)c2ccc(C(N)=O)cn2c1C(=O)c1ccc(OC)cc1
→ 0.2, 0.3, 4.6, -0.4, 1.8, ·, 6.1, -1.5, 2.3
COc1cc(OC)cc(N(C(=O)CNC(=O)c2cccs2)C(C(=O)NCC2CCCO2)c2ccc(OC)c(OC)c2)c1 (centres undefined)
→ -0.6, -0.4, 2.5, 0.7, 1.3, ·, 4.1, -0.6, -0.7
Cc1cc(C)nc(/N=C(\N)N2CCCCC2)n1
→ 0.0, 3.6, -4.8, -0.9, 0.2, ·, 1.2, 0.7, -1.1
Cc1cc(Br)ccc1NC(=O)CSCc1c(C)noc1C
→ 1.9, -0.6, -4.8, -4.6, 1.1, -0.3, -2.0, -1.2, -2.2
COC(=O)c1cc(C(=O)Nc2ccc(C)cn2)cc([N+](=O)[O-])c1
→ -7.7, 0.5, 2.9, 2.3, 0.1, -4.3, -4.5, i, -0.2
Cc1ccccc1S(=O)(=O)Oc1ccccc1C(=O)Oc1ccccc1
→ ·, 0.6, -1.4, -8.8, -2.0, 0.0, 23.5, -5.0, -0.4
CCC(CC)NC(=O)c1cccc(NC(=O)C(C)C)c1
→ -0.3, 3.1, 0.4, -0.6, -1.5, ·, -0.4, -0.2, -0.2

Two entries from above, with bars between the fields.
SMILES | TcdB inh | UGM FP inh | GDH-TPI inh | FadD28 binding | PfHsp40 rescue | Mtb BioA inh | Yp Topo-I inh | Vc quorum ag | FBA Mtb inh
C=CCn1cc(C=C2C(=O)N(C)C(=O)N(C)C2=O)c2ccccc21 | -0.6 | 1.3 | -8.1 | -5.7 | -1.2 | -4.2 | 6.0 | -0.1 | -5.6
O=C(COC(=O)c1cc(=O)[nH]c2ccccc12)NC(=O)NC1CCCCC1 | · | -1.1 | 5.3 | -3.1 | 0.5 | 0.9 | 16.9 | -0.3 | 4.7

Assay outcomes from PubChem.
